Compound activity: PubChem, Sanford-Burnham Center for Chemical Genomics
A3A deaminase: APOBEC3A ssDNA deaminase inhibitors, primary screen, selectivity assay for APOBEC3G inhibitor project, biochemical, FAM/TAMRA oligo cleavage fluorescence; recombinant A3A, FAM/TAMRA ssDNA deamination fluorescence; inhibition, % at 20 µM; 330,000 compounds, 0.41% hits;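 active means at least 40% inhibition at 20 µM here, with at most 30% in a related deaminase screen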;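 further: plate controls were A3A with DMSO for no effect and wells lacking A3A enzyme for full effect; some results filed as inactive read as strong as hits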
Target sequence (P31941 whole entry, looked up): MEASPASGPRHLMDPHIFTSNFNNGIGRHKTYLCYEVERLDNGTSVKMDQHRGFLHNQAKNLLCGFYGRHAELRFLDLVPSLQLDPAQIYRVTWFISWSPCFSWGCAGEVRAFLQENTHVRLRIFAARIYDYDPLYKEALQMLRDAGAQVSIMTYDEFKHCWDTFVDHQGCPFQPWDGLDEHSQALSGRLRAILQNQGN
CCR6 antagonist: CCR6 receptor antagonists, primary screen, cell-based, CHO-K1, luminescence, beta-arrestin, uHTS. C-C chemokine receptor type 6 (Homo sapiens), P51684. CHO-K1 CCR6 PathHunter beta-arrestin, CCL20-stimulated. inhibition, % at 20 µM. 340,000 compounds, 0.49% hits. AID 493098, 2011;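 active means compounds whose inhibition of the agonist-driven luminescence signal at 20 µM reaches about 50%, limit read from the data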;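 further: cells stimulated with CCL20 at 14 nM final; plate controls were DMSO with CCL20 for no effect and DMSO without agonist for full effect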
Target sequence (P51684 whole entry, looked up): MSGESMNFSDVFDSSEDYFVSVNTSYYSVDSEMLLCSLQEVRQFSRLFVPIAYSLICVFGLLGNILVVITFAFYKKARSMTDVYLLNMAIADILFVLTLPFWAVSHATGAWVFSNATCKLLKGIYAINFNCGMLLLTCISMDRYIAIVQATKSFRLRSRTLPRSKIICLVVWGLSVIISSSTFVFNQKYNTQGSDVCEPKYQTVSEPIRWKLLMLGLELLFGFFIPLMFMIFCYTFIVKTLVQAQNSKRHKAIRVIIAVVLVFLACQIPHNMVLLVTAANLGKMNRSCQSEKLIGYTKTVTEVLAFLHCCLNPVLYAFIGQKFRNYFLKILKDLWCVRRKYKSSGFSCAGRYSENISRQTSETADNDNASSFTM
Gli-Sufu block: Gli-Sufu pathway antagonists, primary screen, luciferase luminescence, Sufu-KO-LIGHT cells, uHTS; Sufu-KO-LIGHT fibroblasts, Gli luciferase reporter luminescence; 340,000 compounds, 0.74% hits; inhibition, % at 5 µM;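 active means inhibition above about 55%, limit read from the data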;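 further: 0% = DMSO-treated cells and 100% = wells with medium but no cells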
CXCR6 block: CXCR6 receptor inhibitors, primary screen, cell-based, beta-arrestin, luminescence, CHO-K1 PathHunter, 1536-well; inhibition, % at 20 µM; 360,000 compounds, 0.36% hits; AID 602244, 2012; in the data active means inhibition above about 34%, passing the limit was not always enough;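 further: antagonist mode with CXCL16 agonist at 10 nM final; 0% = 10 nM CXCL16 with DMSO and 100% = unstimulated wells without agonist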
MPTP inh: mitochondrial permeability transition pore inhibitors, primary screen, biochemical, isolated mouse mitochondria, absorbance | AID 602449, 2012 | inhibition, % at 10 µM | Ca2+ swelling absorbance, 30 min | 360,000 compounds, 1.4% hits;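 active means inhibition of 50% or more, scaled per plate between neutral and stimulator controls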;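 further: 0% = DMSO wells given calcium and 100% = 1 mM EGTA wells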
GRIN3A LBD mod: binders of NR3A ligand-binding domain, primary screen, biophysical, differential scanning fluorimetry, uHTS; Glutamate receptor ionotropic, NMDA 3A (GRIN3A) ligand-binding domain; NR3A LBD differential scanning fluorimetry, Tm shift; 0% = protein alone, 100% = glycine-bound protein; Tm shift relative to glycine control, % at 25 µM; 340,000 compounds, 2.5% hits; AID 1259313, 2017;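 active means melting temperature shift of at least 10% of the positive control shift, at one fixed dose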
EBI2 antag: EBI2 receptor antagonists, beta-arrestin recruitment, primary screen, cell-based, luminescence, 7a,25-OHC stimulation, uHTS | inhibition, % at 5 µM | G-protein coupled receptor 183 (Homo sapiens), P32249 | 7a,25-OHC stimulated | 360,000 compounds, 0.81% hits; in the data active means inhibition above about 38%;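 further: enzyme fragment complementation signal reports receptor beta-arrestin coupling in cells; 0% = agonist plus DMSO wells and 100% = wells without agonist; some results beyond the cut were filed as inactive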
APOBEC3G inh: APOBEC3G DNA deaminase inhibitors, primary screen, biochemical, fluorescence, single-stranded DNA substrate, uHTS; DNA dC->dU-editing enzyme APOBEC-3G (Homo sapiens), Q9HC16; 330,000 compounds, 0.28% hits; AID 493012, 2011; inhibition, % at 20 µM; recombinant A3G, ssDNA deamination FAM/TAMRA fluorescence;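 active means inhibition of at least 40% at 20 µM, with no more than 30% in the related APOBEC3A deaminase screen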;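 further: plate controls were DMSO wells with A3G for no effect and wells lacking A3G enzyme for full effect; some compounds called inactive have numbers as strong as hits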
Target sequence (Q9HC16 whole entry, looked up): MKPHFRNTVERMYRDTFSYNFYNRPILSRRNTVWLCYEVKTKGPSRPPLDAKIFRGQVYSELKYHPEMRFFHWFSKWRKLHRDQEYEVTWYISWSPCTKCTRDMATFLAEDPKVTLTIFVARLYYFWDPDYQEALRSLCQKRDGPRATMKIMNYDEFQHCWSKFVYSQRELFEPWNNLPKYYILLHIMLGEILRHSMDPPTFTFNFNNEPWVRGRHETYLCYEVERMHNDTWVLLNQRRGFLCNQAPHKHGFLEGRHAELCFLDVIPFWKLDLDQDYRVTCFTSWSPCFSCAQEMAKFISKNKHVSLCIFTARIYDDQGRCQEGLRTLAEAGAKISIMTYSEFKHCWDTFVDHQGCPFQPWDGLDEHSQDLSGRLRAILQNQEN
Active calls of the source: *; x = no result given; & = joins results of further samples.

SMILES | A3A deaminase | CCR6 antagonist | Gli-Sufu block | CXCR6 block | MPTP inh | GRIN3A LBD mod | EBI2 antag | APOBEC3G inh
CCOC(=O)C(C)Oc1c(Br)cc(C2NC(=O)NC(C)=C2C(C)=O)cc1OCC (centres undefined) | -3 | -6 | 2 | -9 | -1.6 | 2 | 0 | -6
COc1ccc(CC(=O)N2CCN(C(=O)Cc3ccc(OC)cc3)CC2)cc1 | 1 | 4 | 1 | -7 | -3.8 | 0 | 8 | -3
CSc1nnc(-c2sc3cc(C(F)(F)F)cnc3c2-c2cccnc2)n1C | 4 | 0 | 6 | -6 | 0.5 | -3 | -8 | -6
CN(C)CCCNc1nc(-c2ccc(Cl)cc2)nc2ccccc12 | 4 | 13 | 69* | -11 | 4.3 | -1 | -1 | -3
CCCCC[n+]1ccn(-c2nc3ccccc3nc2[N-]S(=O)(=O)c2ccc(C)cc2)c1 | -1 | 10 | 16 | 6 | -0.1 | 1 | -5 | -1
CCc1ccc2[nH]c(=O)c(CN(Cc3nnnn3C3CCCC3)C3CCCCC3)cc2c1 | -4 | -10 | -8 | 2 | -0.9 | -1 | -5 | -7
Cc1cc(NS(=O)(=O)c2ccc(NC(=O)CCCOc3ccccc3C)cc2)nc(C)n1 | -1 | 10 | -10 | -1 | -0.8 | -2 | 11 | -6
COc1cccc(C(=O)Nc2cccc(-c3ccc(N4CCOCC4)nn3)c2)c1 | 1 | 0 | -39 | 5 | -3.6 | 0 | 8 | -3
CCOCCCNC(=S)N1C2CCC1CC(NC(=O)Nc1ccc(C(=O)OCC)cc1)C2 (centres undefined) | -9 | 4 | 70* | 0 | 1.0 | 0 | 2 | -7
Cc1cc(NC(=O)CN2C(=O)NC(c3ccccc3)(c3ccc(C)c(C)c3)C2=O)no1 (centres undefined) | -4 | -3 | -5 | 6 | -0.3 | 1 | -3 | -4
Fc1ccc2nc(Nc3nc4c(F)cccc4s3)sc2c1 | -1 | -25 | -30 | -18 | 96* | 23* | 7 | -6
O=C(CN1CCCCCC1)Nc1cccc(NC(=O)CN2CCCCCC2)c1 | -1 | 15 | 16 | 8 | 1.4 | -3 | -6 | -1
O=c1cc(-c2ccccc2Cl)oc2c(NS(=O)(=O)c3cccs3)ccc(O)c12 | 0 | 23 | 4 | 20 | 1.2 | 2 | 5 | -4
Cc1cccn2cc(-c3c[nH]c4ccccc34)nc12 | -9 | 7 | 2 | 7 | 2.8 | -1 | -2 | -7
O=C(CN(C(=O)CNC(=O)c1ccco1)c1ccc(Cl)c(Cl)c1)NC1CCCCC1 | -2 | 3 | 5 | -2 | -2.1 | 1 | 4 | -7
O=c1ccc(=O)n(-c2ccccc2)[nH]1 | -2 | -7 | -3 | -4 | 1.9 | -2 | -10 | -6
C/C(=N\NC(=O)COc1ccc([N+](=O)[O-])cc1)c1ccco1 | 1 | 6 | -4 | -3 | -0.9 | -2 | -5 | -1
CC(C)c1ccc(C2(C)NC(=O)N(C(C)C(=O)Nc3ccc(N4CCOCC4)cc3)C2=O)cc1 (centres undefined) | -1 | 7 | -13 | -4 | -0.1 | 0 | -6 | -4
CCN(CC)CCCNC(=O)C1c2cc(OC)c(OC)cc2C(=O)N(C)C1c1cccs1 (centres undefined) | -2 | -22 | -4 | 4 | -0.2 | 2 | 2 | -7
Cc1c(NC(=O)CSc2n[nH]c(-c3ccccc3)n2)c(=O)n(-c2ccccc2)n1C | -2 | 12 | -8 | 2 | -1.4 | 0 | 1 | -2
COc1cc(Cl)c(C)cc1NC(=O)CC1CCCC1 | -3 | 14 | -17 | 0 | 0.0 | -1 | 10 | -6
N#Cc1ccc(C(=O)OCc2cccc(S(=O)(=O)N3CCOCC3)c2)cc1 | -1 | 12 | -3 | -1 | 0.8 | 2 | 14 | -7
Cc1oc(C(=O)O)cc1COc1ccccc1Cl | 0 | -4 | -4 | -3 | -1.2 | 1 | 3 | -1
CCCCN(C)C(=O)C1CCCN(S(=O)(=O)c2ccc3c(c2)oc(=O)n3C)C1 (centres undefined) | -4 | -4 | 2 | -5 | -0.6 | -1 | -5 | -9
C=CCc1cccc(CNc2nc3ccccc3n2C(C)C)c1O | 0 | -5 | -1 | 6 | 15 | 11* | 6 | -4
CN(C)S(=O)(=O)c1ccc(N2CCCC2)c(C(=O)N2CCN(S(=O)(=O)c3ccc(F)cc3)CC2)c1 | -2 | 8 | 0 | -3 | 1.1 | 1 | 1 | -6
COCC(=O)NC1CC2CCC(C1)N2C(=S)Nc1ccccc1C(=O)OC (centres undefined) | 4 | 2 | 1 | -3 | 8.5 | 0 | -1 | 0
O=C(c1cccc(Cl)c1)N1CCN(Cc2c[nH]c3ccccc23)CC1 | -6 | -4 | 15 | -8 | 0.2 | -3 | 2 | -4
Cc1csc(SCC(=O)NC(=O)NC(C)(C)C)n1 | 1 | 7 | -2 | -3 | -0.6 | -1 | 1 | -2
O=C(CCC(C(=O)O)N1C(=O)c2ccccc2C1=O)Nc1ccccc1 (centres undefined) | x | -2 | -7 | 0 | 1.3 | -1 | -9 | x
O=C(Nc1ccc(F)cc1F)N1CCC(c2nc3ccccc3o2)CC1 | -6 | 5 | 7 | -8 | 0.0 | -1 | -1 | -9
CC(Nc1ncnc2ccccc12)c1ccccc1 (centres undefined) | -1 | 11 | 63* | 0 | 96* | 0 | -4 | 0
COC(=O)c1ccc(CN2C(=O)C3CCCCC3C2=O)o1 (centres undefined) | -3 | 6 | -7 | -8 | -0.8 | 0 | -2 | -10
Cc1ccc(SCc2[nH]nc3c2C2(C(=O)N(C)c4ccccc42)C(C#N)=C(N)O3)cc1 (centres undefined) | -1 | -10 | -2 | 0 | 1.5 | -2 | 16 | -3
CCOC(=O)c1[nH]c2ccc(OC)cc2c1NC(=O)CCN1CCCC(C)C1 (centres undefined) | 23 | 21 | -1 | 6 | -0.9 | -1 | 1 | 2
CCn1c(SCC(=O)N2CC(=O)Nc3ccccc32)nnc1-c1ccoc1C | 0 | 6 | -5 | -4 | 8.5 | 0 | -10 | 0
O=C(O)C(Cc1ccc(O)cc1)N1C(=O)C2CCCCC2C1=O (centres undefined) | -3 | 10 | -5 | 5 | -1.0 | -1 | 0 | -6
COc1cccc(CN2CCN(Cc3nc(-c4cccc(F)c4F)oc3C)CC2=O)c1 | 1 | 1 | -3 | -4 | 2.2 | -4 | -6 | 4
O=C(CSc1ccc(-c2ccncc2)nn1)N1CCN(c2ccccc2)CC1 | 3 | 7 | x | -3 | 0.5 | -4 | -1 | -3
Cc1onc(-c2ccccc2)c1C(=O)N1CCN(S(=O)(=O)c2ccc(Cl)cc2)CC1 | 7 | 9 | 24 | -6 | 2.4 | -2 | 3 | -3
O=C(O)C1CCCN(S(=O)(=O)c2ccc(-c3ccc(=O)[nH]n3)s2)C1 (centres undefined) | -2 | 1 | -13 | 1 | -0.8 | -1 | -7 | -5
Cc1cccc(C(=O)N=c2c(C#N)cc3c(=O)n4cccc(C)c4nc3n2Cc2ccco2)c1 | 34 | 10&9 | -38&18 | 4&5 | -0.6&8.1 | -7&-6 | 3&8 | 42
COC(=O)[C@]1(C)N[C@H](c2ccc(-c3ccc(F)cc3)cc2)[C@@H]2C(=O)N(C)C(=O)[C@@H]21 | 0 | 9 | 0 | 2 | 0.9 | -3 | -1 | -7
O=S(=O)(c1cccc2ccccc12)n1nnc2ccccc21 | 3 | 6 | 4 | x | x | 2 | x | -2
COc1ccc(NS(=O)(=O)c2cn(C)nc2C)cc1 | -3 | 6 | 3 | 4 | -1.4 | -1 | -9 | -9

One compound at a time, from the list above. Screens in order: A3A deaminase | CCR6 antagonist | Gli-Sufu block | CXCR6 block | MPTP inh | GRIN3A LBD mod | EBI2 antag | APOBEC3G inh
Entry for `O=C(CCC(C(=O)O)N1C(=O)c2ccccc2C1=O)Nc1ccccc1` (centres undefined) = x | -2 | -7 | 0 | 1.3 | -1 | -9 | x
Entry for `O=S(=O)(c1cccc2ccccc12)n1nnc2ccccc21` = 3 | 6 | 4 | x | x | 2 | x | -2

Further structures follow.
SMILES | A3A deaminase | CCR6 antagonist | Gli-Sufu block | CXCR6 block | MPTP inh | GRIN3A LBD mod | EBI2 antag | APOBEC3G inh
CCOc1ccc(C2C(C#N)=C(N)Oc3n[nH]c(C)c32)cc1OC(=O)C1CC1 (centres undefined) | 0 | 2 | 5 | 4 | -0.3 | 0 | -8 | -4
Cc1ccc(Cl)cc1NC(=O)Cn1cc2c(n1)CCCC2 | 1 | 0 | -4 | -3 | -1.0 | 1 | 1 | -2
Cc1nn(-c2ccccc2[N+](=O)[O-])c(=O)c2ccccc12 | 1 | 2 | 3 | 10 | 0.5 | -2 | -9 | -7
CCCCN(C(=O)COC(=O)c1ccc(C=O)cc1)c1c(N)n(CCC)c(=O)[nH]c1=O | 0 | 4 | -8 | -1 | -0.4 | 0 | 1 | -5
CC(C)C[C@@H](CSc1ccccc1)N1CCN(CCc2ccccc2)CCC1=O | -3 | 10 | 12 | 8 | 1.1 | -3 | 12 | -5
CC(=O)Nc1ccc(N=c2cc([N+](=O)[O-])cc(Cl)n2O)cc1 | 4 | -26 | -13 | -17 | -0.1 | 4 | 1 | -4
NS(=O)(=O)c1ccc(CCNC(=O)CCCn2c(SCC(=O)N3CCCC3)nc3ccsc3c2=O)cc1 | 4 | 2 | 79* | 1 | 0.5 | -1 | -7 | 8

In the list so far, these have a thiophene ring, fused or not:
SMILES | A3A deaminase | CCR6 antagonist | Gli-Sufu block | CXCR6 block | MPTP inh | GRIN3A LBD mod | EBI2 antag | APOBEC3G inh
CSc1nnc(-c2sc3cc(C(F)(F)F)cnc3c2-c2cccnc2)n1C | 4 | 0 | 6 | -6 | 0.5 | -3 | -8 | -6
O=c1cc(-c2ccccc2Cl)oc2c(NS(=O)(=O)c3cccs3)ccc(O)c12 | 0 | 23 | 4 | 20 | 1.2 | 2 | 5 | -4
CCN(CC)CCCNC(=O)C1c2cc(OC)c(OC)cc2C(=O)N(C)C1c1cccs1 (centres undefined) | -2 | -22 | -4 | 4 | -0.2 | 2 | 2 | -7
O=C(O)C1CCCN(S(=O)(=O)c2ccc(-c3ccc(=O)[nH]n3)s2)C1 (centres undefined) | -2 | 1 | -13 | 1 | -0.8 | -1 | -7 | -5
NS(=O)(=O)c1ccc(CCNC(=O)CCCn2c(SCC(=O)N3CCCC3)nc3ccsc3c2=O)cc1 | 4 | 2 | 79* | 1 | 0.5 | -1 | -7 | 8
